# Screening results deposited in PubChem BioAssay by National Center for Advancing Translational Sciences (NCATS).
# TexasRed fluor: Total Fluorescence Counterscreen for Inhibitors of the Interaction of Thyroid Hormone Receptor and Steroid Receptor Coregulator 2; TRb/SRC2 Texas Red total fluorescence interference; AID 1479, 2009; Potency, µM (series often up to 106 µM), for the others: at the highest dose fluorescence change, negative = quenching; 0.29% of 280,000 active; active means well fitted curve in either direction with a large enough effect; inconclusive means small, poorly fitted or top-dose-only effect; further: potency means the concentration at half of the fitted maximal effect; on the % scale 0 is the no-effect control and ±100 the full control effect
#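 Flags fluorescent or light-absorbing compounds by total fluorescence, S + 2P, at 555 nm excitation and 632 nm emission. Mixture: 20 nM Texas Red SRC2 peptide, 0.6 uM human TRb LBD, 1 uM T3, 5% DMSO; compound exposure 5 h at ambient temperature.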
# TRb-SRC2 inh: qHTS for Inhibitors of the Interaction of Thyroid Hormone Receptor and Steroid Receptor Coregulator 2. Potency, µM (highest dose often 106 µM), for the others: at the highest dose activity change, negative = inhibition, hits mostly inhibitors. 0.065% of 280,000 active. Thyroid hormone receptor beta (Homo sapiens), P10828. TRbeta-SRC2 peptide binding, fluorescence polarization; receptor liganded with 1 µM T3. AID 1469, 2008;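 further: potency means the concentration at half of the fitted maximal effect; plate controls were bound peptide for no effect and peptide without receptor for full effect; nearly all actives have a fitted effect of over 50% in size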
# Target sequence (P10828 whole entry, looked up): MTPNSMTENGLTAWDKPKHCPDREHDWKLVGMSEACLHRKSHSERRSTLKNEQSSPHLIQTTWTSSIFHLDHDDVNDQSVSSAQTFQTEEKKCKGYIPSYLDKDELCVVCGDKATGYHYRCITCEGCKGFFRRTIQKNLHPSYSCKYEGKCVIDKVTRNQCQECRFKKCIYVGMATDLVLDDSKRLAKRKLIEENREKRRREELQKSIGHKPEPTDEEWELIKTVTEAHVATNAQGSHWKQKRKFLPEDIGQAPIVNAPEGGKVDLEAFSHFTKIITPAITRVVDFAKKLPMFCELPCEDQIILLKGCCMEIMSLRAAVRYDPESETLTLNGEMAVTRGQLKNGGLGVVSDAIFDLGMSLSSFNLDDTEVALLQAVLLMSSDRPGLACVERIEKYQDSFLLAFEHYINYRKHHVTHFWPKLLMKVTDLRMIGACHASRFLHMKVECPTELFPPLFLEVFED
#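 Decrease in fluorescence polarization of 20 nM Texas Red SRC2 coactivator peptide flagged inhibition of its binding to 0.6 uM TRb LBD; 1 uM T3 included, incubation 5 hr, ex 555/em 632 nm.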
# CBFb RUNX1 block: qHTS Assay for Compounds Blocking the Interaction Between CBF-beta and RUNX1 for the Treatment of Acute Myeloid Leukemia. AlphaScreen CBFb-His/RUNX1-biotin binding, biochemical. Potency, µM (series often up to 59.8 µM), for inactives: at the top dose activity, negative = inhibition, hits mostly inhibitors. 230,000 tested, under 10 active; further: % of control where 0% means no effect
#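 Compounds were screened at multiple concentrations against a preformed CBF-beta(His)/RUNX1(biotin) complex (30 nM of each) for 15 min at room temperature, followed by 90 min with nickel and streptavidin beads and AlphaScreen reading.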
# NPSR antag: qHTS Assay for Antagonists of the Neuropeptide S Receptor: cAMP Signal Transduction; CHO-NPSR cells, cAMP TR-FRET, antagonist mode; 1% of 220,000 active; Q6W5P4; Potency, µM (top dose mostly 38.3 µM), inactives show at the highest dose activity change, negative = inhibition, actives largely listed as inhibitors; AID 1461, 2008; further: potency means the concentration at half of the fitted maximal effect; on the % scale 0 is the no-effect control and ±100 the full control effect; nearly all actives have a fitted effect of over 50% in size; many of its hits are not listed in these tables
# Tau fluor counter: Counterscreen qHTS for Inhibitors of Tau Fibril Formation, Fluorescence Polarization. tau K18 P301L Alexa594 fluorescence, heparin fibrillization. Potency, µM (series often up to 57.7 µM), without a hit: top-dose activity change, negative = decrease. 0.93% of 280,000 active. AID 1463, 2008; further: potency means the concentration at half of the fitted maximal effect; on the % scale 0 is the no-effect control and ±100 the full control effect; nearly all actives have a fitted effect of over 55% in size
#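 Human K18 P301L tau (15 uM unlabeled plus 0.24 uM Alexa 594-labeled, final) in 100 mM sodium acetate pH 7 was mixed with compound and 20 uM heparin and incubated 6 hr at 37 C.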
# Epigenetic reg: Quantitative High-Throughput Screen for Regulators of Epigenetic Control. murine LDR cells, GFP reporter derepression, 30 h. Potency, µM (doses to about 53.9 µM), inactives show top-dose GFP activation, most hits filed as activators. 0.2% of 280,000 active. AID 1865, 2009; further: potency means the concentration at half of the fitted maximal effect; % of control where 0% means no effect; nearly all actives have a fitted effect of over 60% in size
#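 In this reporter-derepression format, murine cells bearing a silenced integrated CMV-GFP locus incubate with test compound (30 h, 37 C), then are washed and imaged; fluorescent objects of 20–120 um count as induced cells.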
# aGal spleen mod: qHTS Assay for Inhibitors and Activators of Human alpha-Galactosidase From Spleen Homogenate | Potency, µM (highest dose often 80 µM), inactives show top-dose activity change, negative = inhibition, actives largely listed as inhibitors | human spleen homogenate, 4MU-alpha-Gal fluorescence, 40 min | 0.008% of 240,000 active | Alpha-galactosidase A (Homo sapiens), P06280;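 further: potency means the concentration at half of the fitted maximal effect; 0% = enzyme with vehicle and -100% = no enzyme basal signal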
# Target sequence (P06280 32-429 limits assumed): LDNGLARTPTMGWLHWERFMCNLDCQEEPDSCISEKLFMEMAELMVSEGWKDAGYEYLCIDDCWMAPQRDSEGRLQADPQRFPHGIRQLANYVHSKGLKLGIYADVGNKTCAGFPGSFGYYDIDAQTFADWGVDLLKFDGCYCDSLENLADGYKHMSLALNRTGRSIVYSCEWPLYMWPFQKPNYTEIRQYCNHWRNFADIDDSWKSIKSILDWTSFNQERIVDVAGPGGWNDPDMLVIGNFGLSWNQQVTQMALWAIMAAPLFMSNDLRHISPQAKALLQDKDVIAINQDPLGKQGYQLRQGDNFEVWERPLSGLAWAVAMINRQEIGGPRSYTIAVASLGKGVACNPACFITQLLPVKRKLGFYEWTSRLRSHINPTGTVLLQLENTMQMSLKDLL
#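 qHTS titration in buffer at pH 5.0. Alpha-galactosidase activity in spleen homogenate was measured via 4-methylumbelliferone release from 1 mM fluorogenic substrate after 40 min at 37C and a pH 10 stop. AC50 came from Hill fits of control-normalized data.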
# Tau fibril FP: qHTS for Inhibitors of Tau Fibril Formation, Fluorescence Polarization; K18 P301L tau heparin fibrillization, Alexa594 FP, 6 h; 0.39% of 280,000 active; Potency, µM (titrated, usually from 57.7 µM), for inactives: top-dose activity, negative = inhibition, hits mostly inhibitors; further: potency means the concentration at half of the fitted maximal effect; on the % scale 0 is the no-effect control and ±100 the full control effect; nearly all actives have a fitted effect of over 55% in size
# Target sequence (P10636 561-689 P618L limits assumed): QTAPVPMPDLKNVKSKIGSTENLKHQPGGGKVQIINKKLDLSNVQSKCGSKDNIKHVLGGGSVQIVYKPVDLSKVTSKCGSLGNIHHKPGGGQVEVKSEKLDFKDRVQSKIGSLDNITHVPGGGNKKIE
#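 Heparin (20 uM) drove fibril formation of recombinant tau K18 P301L, 15 uM unlabeled with 0.24 uM Alexa 594 label, for 6 hr at 37 C in 100 mM sodium acetate pH 7. Fluorescence polarization (555/632 nm) read 1 hr after 30 uM ThT.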
# * marks the source's active call; other numbers are inactive results; ? = inconclusive; · = no result given; & = joins results of further samples; [ ] = dose if it differs, or a comment. Unless noted, the call rests on the fitted dose curve; in most records, active means well fitted curve in the direction sought with a large enough effect; inconclusive means small, poorly fitted or top-dose-only effect, or another doubt; inactive means no such curve, though single readings can be large; an effect the other way counts as inactive or inconclusive. An excerpt (hit frequency here may not be typical).
SMILES,TexasRed fluor,TRb-SRC2 inh,CBFb RUNX1 block,NPSR antag,Tau fluor counter,Epigenetic reg,aGal spleen mod,Tau fibril FP
CCOC(=O)N1CCN(C(=O)C2CCCN(c3nc4ccc(OCC)cc4s3)C2)CC1 (stereo not given),-1%,-13%,5%,-13%[46.1 µM],-6%,-0.8%,-3%,-1%
CC(=O)N(c1ccccc1Cl)S(=O)(=O)c1ccc(Cl)cc1,5%,5%,12%,-19%,-7%,-1.4%,2%,-7%
CC(=O)Nc1cccc(NC(=O)Nc2cccc(F)c2)c1,5%,6%,-8%,-3%,-10%,-0.2%,5%,-14%
Cc1cc(C)n(-c2nc3ccccc3nc2Nc2ccc(N(C)C)cc2)n1,-1%,9%,·,·,18µM*[quencher],?,·,?
O=C(COc1ccccc1)N1c2ccccc2Sc2ccccc21,0%,5%,-21%,-29%,-12%,-1.5%,-8%,-3%
NC(=O)N/N=C/c1ccc(-c2cccc(C(F)(F)F)c2)o1,-2%,2%,8%,-8%,-13%,1.3%,-1%,2%
CCCC(=O)OCC(=O)Nc1cc(C(C)(C)C)nn1-c1ccccc1,0%,-2%,3%,4%[46.1 µM],-3%,-1.0%,1%,-5%
CC(=O)Nc1ccc(-c2csc(NNC(=O)c3ccccc3)n2)cc1,-3%,8%,4%,16%,1%,-5.8%,-6%,-3%
O=C(NNc1ccccc1[N+](=O)[O-])Nc1ccc(Cl)c(Cl)c1,-3%,-1%,?,-59%,16µM*[quencher],1.1%,-7%,?
CC(C)(C)n1nnnc1C(c1cccnc1)N(Cc1ccccc1)Cc1ccco1 (stereo not given),-1%,-4%,-3%,?,-11%,-1.4%,8%,-1%
COc1ccccc1NS(=O)(=O)c1ccc(N/N=C/c2c(C)nn(-c3ccccc3)c2N2CCCC2)c([N+](=O)[O-])c1,1%,7%,-25%,-12%,?,1.0%,-1%,21%
Cn1c(=O)c2c(nc(N3CCOCC3)n2Cc2c(F)cccc2Cl)n(C)c1=O,4%,3%,-1%,-10%[46.1 µM],1%,0.8%,12%,8%
O=C(CN1C(=O)NC2(CCCCCC2)C1=O)Nc1ccc(S(=O)(=O)N2CCOCC2)cc1,-2%,-5%,-3%,-5%[46.1 µM],-11%,-2.6%,-9%,7%
O=C(O)CCCn1cc(NC(=O)c2ccc(Br)o2)cn1,-4%,-13%,25%,11%,-5%,-1.2%,-12%,-9%
OC1(c2ccccc2F)CCN(Cc2nnnn2Cc2ccc(F)cc2)CC1,1%[53 µM],0%[53 µM],6%,21%,0%,2.3%,-4%,0%
CC(C)CO/N=C1/C[C@@H](O)[C@@H](O)[C@@H]2[C@@H]3C(=O)N([C@@H](C)c4ccccc4)C(=O)[C@H]3CC[C@H]12,2%[11.2 µM],1%[11.2 µM],6%[13.1 µM],·,-5%[11.6 µM],1.1%[10.1 µM],5%[17.5 µM],?
CCOC(=O)C1CCN(C(=O)CCS(=O)(=O)c2ccc3c(c2)CCN3C(C)=O)CC1,-1%,2%,-4%,-4%[46.1 µM],-6%,0.0%,15%,3%
COc1ccccc1-n1c(SCC(=O)Nc2ccccc2F)nc2[nH]ncc2c1=O,-2%,-11%,1%,-15%[46.1 µM],-4%,-1.4%,-2%,1%
O=C1OCCC1Sc1nc(-c2ccccc2)cs1 (stereo not given),-4%,-1%,22%,15%[46.1 µM],-6%,-2.2%,8%,-4%
CC(C)S(=O)(=O)C/C(N)=N/OC(=O)c1cc(Cl)cc(Cl)c1,2%,1%,9%,-7%[7.67 µM],-17%,2.4%,-5%,-3%
O=C1CC(c2ccccc2)n2nc(NC(=O)C3CCCO3)nc2N1 (stereo not given),-1%,3%,5%,7%[46.1 µM],2%,0.9%,-3%,1%
CCn1cc(Cl)c(C(=O)Nc2cccc(C(F)(F)F)c2)n1,-1%,4%,28%,-10%,-2%,-1.2%,-1%,2%
C=C(C)C(=O)OCCO,4%,1%,7%,·,·,·,-3%,·
COc1ccc(C(=O)N(CCN2CCOCC2)CC(=O)NC2CCCC2)cc1OC,2%,-7%,12%,-6%[46.1 µM],0%,0.0%,6%,3%
COc1ccc(CCNC(=O)c2c(Nc3ccccc3C)sc(C(=O)c3ccccc3)c2N)cc1OC,-5%,5%,·,·,?,-0.2%,·,?
SMILES,TexasRed fluor,TRb-SRC2 inh,CBFb RUNX1 block,NPSR antag,Tau fluor counter,Epigenetic reg,aGal spleen mod,Tau fibril FP
COc1ccc(C(c2nnnn2C2CCCC2)N2CCN(C3CCCC3)CC2)cc1OC (stereo not given),-1%,0%,8%,-20%[46.1 µM],2%,-13%,-10%,8%
COc1ccc(C(CC(=O)c2ccc(C)cc2)Nc2ccc([N+](=O)[O-])cc2)cc1 (stereo not given),-6%,-2%,?,-35%,?,1.5%,9%,-12%
O=C(COc1ccc(F)cc1)NCC1CCCO1 (stereo not given),-1%,-1%,7%,4%[46.1 µM],4%,0.3%,-1%,3%
Clc1ccc(-c2noc3ncnc(NC4CCCCC4)c23)cc1,-1%,1%,·,·,-19%,-3.7%,·,-11%
Cc1cccc(S(=O)(=O)c2c(N)n(/N=C/c3ccccc3)c3nc4ccccc4nc23)c1,-3%,-15%,5%,1%[46.1 µM],-22%,0.5%,0%,?
CCC(=O)Nc1cccc(C(=O)/C=C/c2cc(Br)ccc2OC)c1,-6%,-4%,1%,-6%[46.1 µM],-6%,-1.0%,-2%,6%
Cc1ccc(OCC(=O)Nc2nnc(SCc3cc(=O)n4cc(C)ccc4n3)s2)cc1,-2%,1%,·,·,-2%,5.8%,·,0%
Cc1cc(Nc2cccc(Cl)c2)nc2ccc(NC(=O)Cc3cccc(C(F)(F)F)c3)cc12,-14%,3%,·,·,4µM*[quencher],-1.2%,·,?
Cc1ccc(NC(=S)N2CCC(N(C)CC3CCCO3)CC2)c(C)c1 (stereo not given),-1%,-15%,4%,-2%[46.1 µM],-7%,-8.3%,2%,-1%
O=C(O)CC1CCC(=C(Cl)Cl)C1 (stereo not given),1%,5%,0%,-9%[46.1 µM],-12%,-3.7%,-5%,?
CO/N=C/NC(=O)c1cn(-c2ccc(F)cc2)c(=O)c2ccccc12,5%,7%,-1%,-15%[46.1 µM],-12%,5.5%,10%,-9%
COc1ccccc1C(=O)ON=C1c2ccccc2-c2ccccc21,-1%,-5%,-1%,6%,4%,-1.1%,13%,7%
FCCCOc1ccc(-c2nccc(-c3ccc(F)cc3)n2)cc1,-4%,-1%,?,-26%[46.1 µM],?,-9.3%,2%,?
CC(O)CNc1nc2c(c(=O)n(C)c(=O)n2C)n1Cc1cccc(C(F)(F)F)c1 (stereo not given),1%,2%,14%,3%[46.1 µM],-4%,-11%,0%,8%
Nc1nnc(CSCc2ccc(Cl)cc2Cl)s1,-7%,-8%,6%,0%,-3%,0.0%,6%,5%
O=C(Cc1n[nH]c(=O)c2ccccc12)NCc1ccccc1,6%,2%,-2%,10%,6%,0.9%,2%,2%
Cc1ccc(NC(=O)CNc2ccc(N3CCOCC3)cc2)cc1S(=O)(=O)N(C)C,-3%,2%,3%,-4%,-14%,3.9%,-12%,13%
CC(C(=O)NC1C(=O)N2C(C(=O)O)=C(CSc3nnnn3C)CSC12)n1cc(Br)cn1 (stereo not given),2%,7%,-1%,14%,-8%,2.3%,-2%,-5%
Cc1cc(C(=O)Oc2cccnc2)ccc1[N+](=O)[O-],3%,5%,-8%,34%,?,-3.2%,2%,8%
COc1ccc(-c2oc3ccc(C)cc3c(=O)c2O)cc1OC,-2%,-5%,6%[21.7 µM],·,-13%,?,2%,-3%
CCOC(=O)c1cc(C)n(Cc2cccc(OC)c2OC)c1C,-2%,1%,-10%,-22%[46.1 µM],-19%,-3.7%,-15%,-15%
O=S1(=O)C[C@@H](O)[C@@H](Nc2ccccc2)C1,-2%,-7%,8%,20%,-4%,3.1%,7%,-12%
OCCC1CN(Cc2c(F)cccc2Cl)CCN1C1CCCCC1 (stereo not given),-2%,4%,3%,14%,3%,2.5%,7%,1%
CCCCC(CCC(=O)O)(C(=O)OCC)c1csc(N)n1 (stereo not given),0%,-12%,4%,2%[46.1 µM],9%,-1.1%,-14%,2%
O=C(N/N=C/c1ccc([N+](=O)[O-])cc1)c1c[nH]c2ccccc12,-16%,9%,15%,-40%,?,-4.2%,2%,-2%
O=C1C2C3C=CC(C3=C(c3ccccc3)c3ccccc3)C2C(=O)N1CCO (stereo not given),0%,-5%,5%,-17%[46.1 µM],-10%,2.5%,9%,8%
Oc1cc(O)c2c(c1)O[C@H](c1ccc(O)c(O)c1)[C@H](O)C2,0%&-25%[53 µM],0%&-2%[53 µM],-13%&1%[21.7 µM],·,·,0.0%&2.9%[16.9 µM],7%&6%[29.1 µM],·
COc1ccc([N+](=O)[O-])cc1NS(=O)(=O)c1cccc(C(=O)O)c1,-1%,-8%,6%,11%,3%,0.2%,0%,-2%
COc1cccc(-c2cc(=O)c3ccc(OC)cc3o2)c1,-1%,-3%,·,·,-13%,-1.3%,3%,-11%

# Random excerpt: 3 compounds from above.
SMILES,TexasRed fluor,TRb-SRC2 inh,CBFb RUNX1 block,NPSR antag,Tau fluor counter,Epigenetic reg,aGal spleen mod,Tau fibril FP
O=C1C2C3C=CC(C3=C(c3ccccc3)c3ccccc3)C2C(=O)N1CCO (stereo not given),0%,-5%,5%,-17%[46.1 µM],-10%,2.5%,9%,8%
FCCCOc1ccc(-c2nccc(-c3ccc(F)cc3)n2)cc1,-4%,-1%,?,-26%[46.1 µM],?,-9.3%,2%,?
Cc1ccc(NC(=O)CNc2ccc(N3CCOCC3)cc2)cc1S(=O)(=O)N(C)C,-3%,2%,3%,-4%,-14%,3.9%,-12%,13%
